NR2E3 ag-1 – agonists of human nuclear receptor NR2E3. Q9Y5X4. GST-NR2E3/biotin-RetCOR TR-FRET, 1536-well. inhibition of corepressor binding, % at 4.78 µM. 0.12% of 320,000 active. AID 2300;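 active means percent inhibition above the cutoff of mean plus 3 SD of all tested compounds, set per screening campaign, cut at about 20% in these data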;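 further: 0% = DMSO wells and 100% = biotin wells as full block of FRET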
Target sequence (Q9Y5X4 whole entry, looked up): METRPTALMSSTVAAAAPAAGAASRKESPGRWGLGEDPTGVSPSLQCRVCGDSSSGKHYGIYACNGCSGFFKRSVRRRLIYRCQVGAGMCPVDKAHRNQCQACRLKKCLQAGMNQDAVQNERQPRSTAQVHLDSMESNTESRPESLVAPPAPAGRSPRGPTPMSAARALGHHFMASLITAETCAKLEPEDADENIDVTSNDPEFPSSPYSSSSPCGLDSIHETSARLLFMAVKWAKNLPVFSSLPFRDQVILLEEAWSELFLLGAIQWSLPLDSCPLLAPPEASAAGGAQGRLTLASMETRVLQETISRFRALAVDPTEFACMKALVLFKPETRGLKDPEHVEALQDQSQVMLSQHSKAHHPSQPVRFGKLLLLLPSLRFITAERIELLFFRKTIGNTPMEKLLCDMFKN
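Assay system: NR2E3–RetCOR corepressor complex. Quantity: 1.35 nM GST-NR2E3. Buffer or medium: pH 7.5 Tris-based buffer. Reagent: biotinylated RetCOR corepressor at 7 nM final. Schedule: 5 h at 4 °C. Detection: TR-FRET, emission read at 617 and 671 nm. Replicates: one well per compound, singlicate testing.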
KKLEB tox – CF airway cell cytotoxicity counter-screen; 0.36% of 360,000 active; KKLEB CF airway cells viability, ATPlite luminescence, overnight; hits give low values; cells stimulated with P. aeruginosa culture filtrate; activity change (cytotoxicity), % at 5 µM;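 active means corrected activity change at or below -50% at 5 µM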
Peg3 promoter – reduces Peg3 promoter-driven luciferase expression in HeLa | AID 588405 | HeLa PEG-Prom luciferase reporter, luminescence, overnight | inhibition, % at 20 µM | 1.7% of 360,000 active;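 active means inhibition of at least 50% at 20 µM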
Shn3 inh set2 – Schnurri-3 reporter inhibition in Clone20 osteoblasts; AID 588674; Clone20 osteoblast Shn3 3'UTR firefly luciferase, 24 h; 0.52% of 360,000 active; inhibition, % at 12.5 µM;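 active means mean inhibition of at least 75% with every replicate also reaching 75%; inconclusive means mean inhibition at least 75% but some replicate below; inactive means mean inhibition below 75%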;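 further: 0% = median of neutral control wells and 100% = pilot-screen positive control compound; some compounds past the cut are filed as inactive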
MITF TRPM1 inh – MITF TRPM1 promoter inhibition in SK-MEL-5 cells; AID 488899; 0.83% of 330,000 active; SK-MEL-5 TRPM1 promoter luciferase, 24 h; inhibition, % at 12.5 µM;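 active means mean inhibition across replicates of 60% or more, whatever share of single replicates reaches that level; inconclusive means some that reach 60%, reason not given; inactive means mean inhibition across replicates below 60%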; further: values of inactives mirror those of a sister screen read the other way
C8 TRAIL sens – sensitizes caspase-8 expressing cells to TRAIL; NB7+C8 cells + TRAIL, ATPlite viability luminescence; inhibition (viability loss, TRAIL sensitization), % at 10 µM; 1% of 360,000 active; AID 624354;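 active means compounds causing at least 50% loss of cell viability in the single-dose screen, relative to plate controls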
HIF-2a inh – inhibitors of HIF-2a; 0.72% of 360,000 active; AID 624352; 786-0 RCC cells HIF-2a reporter, luciferase luminescence, overnight; inhibition, % at 18.8 µM;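 active means inhibition of the luminescence signal of 40% or more relative to plate controls, in a single-dose primary screen at 18.75 µM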
hiPSC survival – hiPSC single-cell survival enhancement; ATPlite luminescence; 100% = ROCK inhibitor wells, 0% = DMSO; survival enhancement, % at 20 µM; 0.044% of 360,000 active; in the data active means survival enhancement above about 18%;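 further: cells exposed to compounds for 16 hours before the ATP read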
NR2E3 ag-2 – human photoreceptor-specific nuclear receptor agonism | AID 602229 | CHO-S Gal4-NCOR/VP16-NR2E3 two-hybrid, luciferase | 0.35% of 360,000 active | inhibition of corepressor binding, % at 3.98 µM;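 active means inhibition above the mean of all tested compounds plus 3 SD, cut at about 70% in these data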;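 further: 0% = DMSO with NR2E3 transfected cells and 100% = cells lacking NR2E3 construct; higher means lower luciferase signal from less NR2E3 corepressor binding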
CF NFkB block – cystic fibrosis NF-kB activation inhibition; KKLEB NF-kB-GFP reporter, PAF-induced, GFP fluorescence overnight; 0.86% of 360,000 active; inhibition, % at 5 µM;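 active means at least 50% inhibition at 5 µM, scaled per plate between neutral and stimulator controls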;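 further: PAF is a Pseudomonas aeruginosa culture filtrate used as stimulus; plate controls were PAF-stimulated DMSO wells for no effect and unstimulated DMSO wells for full effect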
LMP1 NFkB inh – inhibitors of Epstein-Barr LMP1-induced NF-kappaB reporter. AID 504558. inhibition, % at 12.5 µM. LMP1-induced NF-kappaB luciferase reporter cells, luminescence. 0.69% of 350,000 active; in the data active means inhibition above about 41%; inconclusive means no clear call, values can overlap the other calls;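 further: 0% = neutral control wells and 100% = reference inhibitor control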
* marks the source's active call; other numbers are inactive results; ? = inconclusive; . = no result given.

SMILES | NR2E3 ag-1 | KKLEB tox | Peg3 promoter | Shn3 inh set2 | MITF TRPM1 inh | C8 TRAIL sens | HIF-2a inh | hiPSC survival | NR2E3 ag-2 | CF NFkB block | LMP1 NFkB inh
Cc1cccc(NC(=O)NC(C)CCc2ccccc2)c1 (stereo not given) | 0 | 5 | -59 | 14 | -2 | 8 | -106 | 0.4 | 6 | 6 | -16
Cc1cc(=O)c2c(N(C)C)cccc2[nH]1 | . | -3 | -4 | 67 | . | 10 | -17 | -2.1 | -26 | -25 | -2
Cc1ccc(C(=O)N2CCc3ccccc32)cc1 | -1 | -8 | -180 | -77 | -36 | 1 | -202 | -2.1 | -57 | -6 | -25
O=C(O)c1ccc(-n2cc(C(=O)c3ccccc3O)cn2)cc1 | 0 | -4 | -20 | 8 | -9 | 7 | -23 | -0.5 | -33 | -3 | 10
C=CCC[C@H](Cc1ccc(F)cc1)C(=O)OC[C@@H](Cc1c[nH]c2ccccc12)NC(=O)[C@H](CC=C)CC(=O)N(CCO)Cc1ccccc1 | . | -12 | 64* | ? | 17 | 41 | -10 | -2.9 | 18 | 14 | 13
O=C(O)/C(=C/c1ccc(Cl)c([N+](=O)[O-])c1)c1ccc(S(=O)(=O)N2CCCCC2)s1 | . | -7 | 11 | 12 | -8 | -10 | 0 | 0.6 | -4 | -2 | -10
CC(C)N(C(=O)CSc1nc2ccccc2n1Cc1ccccc1F)C(C)C | 1 | -5 | 16 | 15 | 13 | 19 | 16 | -1.1 | 3 | 16 | -2
NS(=O)(=O)c1ccc(CCNC(=O)CC(NC(=O)c2ccccc2Cl)c2ccccc2)cc1 (stereo not given) | -1 | -1 | 19 | 10 | 1 | 0 | 11 | -0.1 | -21 | 10 | -1
COc1cccc(N2CCN(CC(=O)C34CC5CC(CC(C5)C3)C4)CC2)c1 | -3 | 2 | 5 | -8 | 13 | -5 | 11 | -0.5 | -7 | 12 | 1
CCN(C[C@H]1N[C@@](C)(C(=O)OC)[C@H]2C(=O)N(Cc3ccccc3)C(=O)[C@@H]12)C(=O)Nc1ccc(OC)cc1 | . | -6 | 2 | -4 | -5 | 5 | -9 | -3.1 | -6 | 7 | -3
CC(OC(=O)c1nsc(Cl)c1Cl)C(=O)NCc1ccc2c(c1)OCO2 (stereo not given) | 1 | 12 | 1 | 6 | 11 | -6 | 3 | 2.3 | -5 | 10 | -2
Cc1c(NC(=O)C(C)C)cccc1-c1nc2ncccc2o1 | -1 | 0 | -11 | -18 | -4 | 10 | -20 | -0.5 | -4 | 11 | 3
O=C(NCC1CCCO1)c1ccc(S(=O)(=O)Nc2ccc(F)cc2)cc1 (stereo not given) | . | 10 | 2 | -3 | 4 | -9 | 8 | -0.2 | 12 | -11 | 0
Cc1ccccc1NC(=O)CSc1nnc(C)c2ccccc12 | 5 | -4 | -40 | -9 | -17 | -7 | -30 | 0.1 | -12 | -1 | 4
CC1=Nc2ccccc2N=C(NC(=O)CSC(=S)N2CCN(C)CC2)C1c1ccccc1 (stereo not given) | 8 | -7 | 10 | 21 | -2 | -15 | 10 | 0.4 | 3 | 26 | 8
CC(=O)N(c1ccccc1)c1ccc([N+](=O)[O-])cc1[N+](=O)[O-] | 6 | 4 | 20 | 1 | 6 | -12 | -1 | -1.0 | -5 | -32 | -4
COc1ccc(C(=O)N/N=C\c2ccc(OC)c(COc3ccccc3Br)c2)c(OC)c1 | -2 | -19 | 24 | -15 | -2 | 15 | -2 | 1.7 | -68 | -53 | 4
COc1cc(CNCc2ccco2)ccc1OCc1ccccc1 | 2 | -8 | -90 | -17 | -30 | 1 | -157 | -0.8 | -8 | 8 | -2
Cc1ccccc1C(=O)N1CCC(n2nccc2NC(=O)CCOc2ccccc2)CC1 | 2 | -3 | -20 | -22 | -12 | -9 | -44 | -0.4 | 6 | 16 | 4
COc1cc(C2C3=C(CC(C)(C)CC3=O)N(C)C3=C2C(=O)CC(C)(C)C3)ccc1O | . | 1 | 8 | -6 | 10 | 13 | 1 | -0.4 | -34 | -4 | 0
O=C(/C=C/c1ccccc1)NNC(=O)c1cccs1 | 0 | -19 | -18 | -12 | -19 | 3 | -53 | -0.7 | -27 | 2 | -11
COc1ccc2c(c1)[nH]c1c(=O)n(/N=C/c3ccc(OC)c(COc4ccccn4)c3)cnc12 | 2 | -5 | -15 | -9 | -15 | 0 | -20 | -0.4 | -19 | -20 | -2
CCOc1ccc(S(=O)(=O)NCc2ccc3c(c2)OCO3)cc1C | 2 | 0 | 12 | -4 | 3 | 2 | 17 | -0.4 | 11 | 15 | 6
O=C(CS(=O)(=O)c1ccccc1)Nc1ccc(Br)cn1 | 5 | -19 | -28 | -2 | 6 | 10 | -64 | -1.9 | -14 | 20 | -14
O=C(CSc1nnnn1-c1cccnc1)Nc1ccccc1F | -3 | 4 | 19 | -16 | -2 | -7 | 2 | 0.6 | -12 | -19 | 3
O=C(COc1ccc(Br)cc1CNCCc1ccccc1)NCc1ccccc1 | -2 | -12 | 14 | 1 | 3 | 2 | -57 | 0.1 | -39 | 18 | 3
Cc1cccc(C(=O)OCC(=O)N2CCCCCC2)c1C | . | -2 | -243 | -37 | -80 | 23 | -241 | -1.0 | -118 | -53 | -22
CCN(CC)S(=O)(=O)c1ccc2oc(SCC3CN=C(c4ccc(OC)cc4)S3)nc2c1 (stereo not given) | 2 | 1 | -5 | 60 | 16 | 22 | -18 | 0.0 | -11 | -1 | 12
CCCCOc1ccc(C(CC(=O)NC)C(=O)O)cc1 (stereo not given) | -7 | 6 | 6 | 4 | -3 | -1 | 4 | 3.8 | -11 | 9 | 5
O=C(Cc1n[nH]c(=O)[nH]c1=O)N/N=C/c1cccc(Cl)c1 | 0 | -1 | 0 | 3 | -7 | -3 | 6 | -0.4 | 4 | -11 | -2
CN(C)c1ccc(/C=[N+](\[O-])C2SC(=S)N(C)C2(C)C)cc1 (stereo not given) | 0 | 5 | 3 | -8 | 4 | 17 | 8 | -0.8 | 14 | -25 | -6
Cc1cccc(CN2[C@H](COCc3ccccc3)C=CS2(=O)=O)c1 | . | -6 | 0 | -4 | . | 25 | 8 | 1.5 | 6 | -12 | .
Cc1ccc2c(c1)N(CC(=O)Nc1ccccc1F)C(=O)C(C)O2 (stereo not given) | . | -3 | 12 | -1 | -8 | 8 | 8 | 0.5 | 2 | 15 | 5
COc1cccc(-c2ncc3ccccc3c2COC(=O)CCCC(=O)O)c1 | 1 | 4 | 6 | -8 | -13 | -5 | 9 | -1.8 | -1 | -3 | 3
COc1ccc(OC)c(S(=O)(=O)NCCS(=O)(=O)N2CCN(c3ccccc3)CC2)c1 | -2 | -6 | 4 | 5 | -20 | 0 | 8 | 0.1 | 0 | -7 | -3
CCOC(=O)C1(Cc2ccccc2C(F)(F)F)CCN(C2CCSC2)CC1 (stereo not given) | -1 | 0 | 7 | 10 | -4 | 8 | 9 | -1.7 | -13 | 8 | -8
CC1(C)Cc2ccccc2/C(=C/C(=O)c2ccccc2)N1 | -1 | 2 | 11 | 14 | -1 | 4 | -9 | -0.6 | -2 | -19 | -6
O=C(CCc1c[nH]c2ccccc12)Nc1ccc(S(=O)(=O)Nc2ncccn2)cc1 | 2 | -9 | 2 | 3 | -10 | -11 | 14 | -0.4 | -6 | 2 | 4
Clc1ccc(-n2ncc3c(NCc4ccccn4)ncnc32)cc1 | -3 | 3 | -123 | -63 | -37 | 0 | -136 | 0.6 | -52 | 3 | 9
C[C@@H]1COC(=O)[C@H](Cc2ccc(F)cc2)CC/C=C/C[C@@H](CC(=O)N[C@H](CO)Cc2ccccc2)C(=O)N1 | . | 3 | -7 | 10 | 7 | 0 | 5 | -1.7 | -16 | -5 | 21

Of the compounds above, these contain a nitro group on carbon:
SMILES | NR2E3 ag-1 | KKLEB tox | Peg3 promoter | Shn3 inh set2 | MITF TRPM1 inh | C8 TRAIL sens | HIF-2a inh | hiPSC survival | NR2E3 ag-2 | CF NFkB block | LMP1 NFkB inh
O=C(O)/C(=C/c1ccc(Cl)c([N+](=O)[O-])c1)c1ccc(S(=O)(=O)N2CCCCC2)s1 | . | -7 | 11 | 12 | -8 | -10 | 0 | 0.6 | -4 | -2 | -10
CC(=O)N(c1ccccc1)c1ccc([N+](=O)[O-])cc1[N+](=O)[O-] | 6 | 4 | 20 | 1 | 6 | -12 | -1 | -1.0 | -5 | -32 | -4

Following part.
SMILES | NR2E3 ag-1 | KKLEB tox | Peg3 promoter | Shn3 inh set2 | MITF TRPM1 inh | C8 TRAIL sens | HIF-2a inh | hiPSC survival | NR2E3 ag-2 | CF NFkB block | LMP1 NFkB inh
CCCSc1nsc(NC(=O)c2cccnc2OCC)n1 | 0 | 0 | -11 | 12 | 9 | -6 | -29 | -1.1 | -19 | 4 | -1
Cc1cccc(Nc2ccc([N+](=O)[O-])cc2C(=O)O)c1 | -1 | -8 | -21 | 2 | 4 | -18 | -57 | 0.2 | -49 | 7 | -8
CCOC(=O)C(C)(C)C(=O)C(C)(C)C(O)c1ccccn1 (stereo not given) | 0 | -10 | 15 | 2 | 3 | 3 | -4 | -2.8 | -11 | 2 | 6
Cc1cnc(C(=O)OCC(=O)N(Cc2ccccc2)C(C)(C)C)cn1 | . | 11 | -12 | -9 | -6 | -3 | 8 | 1.7 | -28 | -8 | 0
Cc1cccn2c(CN3CCCC(c4ccccc4)C3)c(C(=O)N3CCOCC3)nc12 (stereo not given) | 0 | 14 | 13 | 6 | 3 | -1 | 20 | 3.9 | 16 | -5 | 2
CC1=C(C(=O)Nc2ccccc2)C(c2ccc(N(C)C)cc2)NC(=O)N1 (stereo not given) | -1 | 13 | -7 | -3 | -7 | 5 | 14 | 1.4 | -15 | -23 | -9
CCOC(=O)c1sc(NC(=O)Cc2ccccc2OC)nc1C | 1 | -4 | -27 | 2 | -6 | 2 | -56 | 0.9 | -9 | 4 | 0
Cc1ccc(OCc2nnc(SC3CCc4ccccc4C3=O)n2C)cc1 (stereo not given) | -1 | 1 | 9 | 7 | 6 | -1 | -17 | 3.4 | -9 | 1 | -6
CCCCCCn1c(=O)n2n(c1=O)C[C@]1(OC(=O)NCc3ccco3)CN(S(=O)(=O)c3ccc(C)cc3)C[C@]1(O)C2 | . | 11 | -6 | 17 | . | 22 | 0 | 0.6 | -19 | -9 | -7
CC(=O)NC(Cc1ccccc1)C(=O)N1CCN(C(=O)c2ccco2)CC1 (stereo not given) | -1 | -18 | 8 | -10 | 8 | 3 | -18 | 0.9 | -1 | 8 | 5
CCC1(c2ccc(Cl)cc2)NC(=O)N(CC(=O)NCc2ccc(F)cc2)C1=O (stereo not given) | -1 | 2 | 24 | 2 | 2 | -17 | 2 | 0.9 | 9 | 4 | -12
COc1ccc(C(=O)N2CCN(c3ncccn3)CC2)cc1S(=O)(=O)N1CCOCC1 | 1 | -3 | -7 | -6 | -2 | -18 | -3 | -0.5 | -34 | 16 | -5
COc1cc2c(cc1OC)C(COc1cc(C)cc(C)c1)N(C(C)=O)CC2 (stereo not given) | 0 | -6 | 22 | 9 | -1 | -7 | 5 | 1.3 | -17 | 27 | -5

Bioassay records: PubChem, several laboratories

A portion of the library; rates above refer to the full screens.
